SIAE primary = human SIAE inhibitors, primary screen, biochemical, fluorescence polarization, FP-Rh probe, 1536-well HTS; AID 1053197, 2014; inhibition, % at 9.66 µM; SIAE FP-Rh probe binding; Sialate O-acetylesterase (Homo sapiens), Q9HAT2; 370,000 compounds, 0.69% hits;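 active = inhibition above a cutoff: mean of compounds within the control limits plus 3 SD of those, cut at about 17% in these data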;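 also: 0% = plate median of compound wells and 100% = probe without SIAE protein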
Rev-erbA mod = modulators of Rev-erb alpha DNA binding, primary screen, biochemical, FITC-DNA, fluorescence polarization, uHTS. Nuclear receptor subfamily 1 group D member 1 (Homo sapiens), P20393. Rev-erbα–FITC-DNA binding, 90 min. 370,000 compounds, 0.79% hits. activity, % at 10 µM;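 active = activity above about 14%, limit read from the data; passing the limit was not always enough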;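 also: 0% = DMSO wells with 35 nM protein and 100% = DMSO wells with 750 nM protein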
Target sequence (P20393 whole entry, looked up): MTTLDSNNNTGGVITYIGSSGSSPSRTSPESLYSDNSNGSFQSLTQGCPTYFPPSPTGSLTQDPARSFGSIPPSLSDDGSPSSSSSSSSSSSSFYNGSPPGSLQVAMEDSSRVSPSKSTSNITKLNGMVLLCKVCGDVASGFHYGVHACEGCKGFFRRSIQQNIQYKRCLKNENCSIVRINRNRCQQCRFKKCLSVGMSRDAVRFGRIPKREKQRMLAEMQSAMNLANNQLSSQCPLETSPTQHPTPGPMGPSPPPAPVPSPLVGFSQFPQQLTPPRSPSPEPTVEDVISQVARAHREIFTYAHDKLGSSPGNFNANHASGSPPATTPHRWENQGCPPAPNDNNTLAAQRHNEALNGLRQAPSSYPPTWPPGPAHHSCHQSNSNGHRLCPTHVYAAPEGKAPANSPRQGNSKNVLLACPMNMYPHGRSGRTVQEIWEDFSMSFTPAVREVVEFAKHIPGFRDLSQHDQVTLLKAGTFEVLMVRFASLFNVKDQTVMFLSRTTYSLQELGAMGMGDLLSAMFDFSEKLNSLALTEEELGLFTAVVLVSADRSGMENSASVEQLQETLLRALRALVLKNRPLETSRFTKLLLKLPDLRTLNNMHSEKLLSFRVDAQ
mABHD4 FP = ABHD4 inhibitors, primary screen, biochemical, fluorescence polarization, mouse; purified mABHD4, FP-Rh probe fluorescence polarization; inhibition, % at 8.92 µM; 370,000 compounds, 0.54% hits;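 active = inhibition exceeding the mean over every tested compound plus 3 SD, cut at about 30% in these data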;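 also: 0% = plate median of compound wells and 100% = S159A mutant with DMSO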
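Material: mouse ABHD4 enzyme, wild type; Benchmarks: S159A mutant high control, sample median low control; Buffer or medium: HEPES pH 7.0, NaCl, Pluronic buffer; Signal: fluorescence polarization; Read-out: percent inhibition of probe binding, normalized to plate controls; Timing: pre-incubation 45 min, probe exposure 60 min, at 25 °C; Dosing: 8.92 µM, single dose.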
rCAG binder = binders of r(CAG) RNA repeats, primary screen, biochemical, fluorescence | r(CAG) RNA repeat, TO-PRO-1 dye displacement fluorescence | inhibition, % at 3 µM | 370,000 compounds, 1.3% hits | AID 651821, 2012;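 active = inhibition above the plate cutoff, the mean of all test compounds on that plate plus 3 SD, cut at about 35% in these data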;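 also: 0% = DMSO alone and 100% = 100 µM mitoxantrone as full dye displacement; higher means more dye released from RNA so lower well fluorescence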
TDP2 inh = human TDP2 enzyme inhibitors, primary screen, biochemical, epi absorbance, recombinant enzyme; Tyrosyl-DNA phosphodiesterase 2 (Homo sapiens), O95551; T5PNP hydrolysis, p-nitrophenol absorbance 415 nm; inhibition, % at 12.8 µM; 370,000 compounds, 0.34% hits;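 active = inhibition above the mean of all tested compounds plus 3 SD, set per campaign, cut at about 25% in these data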;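 also: 0% = DMSO with enzyme and 100% = buffer with substrate but no TDP2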
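Test system: Human TDP2 enzyme | Reagent: 5 mM T5PNP | Compound dosing: 12.8 µM single point, 1% DMSO | Incubation: Enzyme reaction with compound for 2 h at 37 °C | Technique: p-Nitrophenol epi absorbance | Read-out: % inhibition relative to enzyme-containing and enzyme-free wells | Benchmarks: High control without enzyme, low control DMSO plus TDP2 | Replicates: Singlicate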
TCR CD3 inh = inhibitors of human TCR-CD3 interaction, primary screen, biochemical, fluorescence, TAMRA-labeled TCR probe; T-cell receptor (TCR); inhibition, % at 9.4 µM; 360,000 compounds, 0.37% hits; in the data active = inhibition above about 19%;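 also: recombinant mutant TCR 2C K166C tagged with TAMRA read by polarization; 0% = receptor in buffer alone and 100% = receptor with positive control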
HTRA1 inhibitor = HTRA1 serine protease inhibitors, primary screen, biochemical, fluorescence polarization, HTS | inhibition, % at 5.96 µM | Q92743 | AID 504803, 2011 | 340,000 compounds, 0.5% hits | recombinant HTRA1, FP-rhodamine activity-based probe; in the data active = inhibition above about 36%;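 also: 0% = enzyme with DMSO and 100% = wells lacking enzyme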
Target sequence (Q92743 whole entry, looked up): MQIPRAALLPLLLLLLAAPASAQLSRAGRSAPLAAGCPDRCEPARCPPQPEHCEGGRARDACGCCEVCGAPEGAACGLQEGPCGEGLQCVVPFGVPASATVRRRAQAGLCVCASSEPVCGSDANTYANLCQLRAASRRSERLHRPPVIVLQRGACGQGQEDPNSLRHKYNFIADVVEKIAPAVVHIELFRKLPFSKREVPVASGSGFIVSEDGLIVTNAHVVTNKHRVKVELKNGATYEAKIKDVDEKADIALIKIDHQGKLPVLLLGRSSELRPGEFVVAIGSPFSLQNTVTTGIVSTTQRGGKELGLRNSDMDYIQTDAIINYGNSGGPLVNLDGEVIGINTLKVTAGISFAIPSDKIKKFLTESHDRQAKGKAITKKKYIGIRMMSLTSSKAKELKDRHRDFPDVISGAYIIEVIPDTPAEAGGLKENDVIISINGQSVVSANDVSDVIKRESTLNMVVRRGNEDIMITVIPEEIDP
LEDGF integ inh = blockers of LEDGF/p75-dependent integrase strand transfer – biochemical, TR-FRET, high throughput, primary screen; 370,000 compounds, 0.64% hits; HIV-1 integrase (with human LEDGF/p75); TR-FRET IN-LEDGF/p75 DNA integration, Eu/Cy5; inhibition, % at 3.7 µM;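 active = inhibition above the screen-wide mean plus 3 SD, cut at about 13% in these data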;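 also: signal is the Cy5 over europium emission ratio at 671 and 618 nm; 0% = plate median of compound wells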
PG9 binder = binders of HIV-1 gp120 antibody PG9, primary screen, biochemical, TR-FRET; inhibition, % at 6.7 µM; TR-FRET gp120-PG9 antibody binding; AID 624416, 2012; 360,000 compounds, 0.43% hits; in the data active = inhibition above about 8.5%
PRMT1 FP inh = PRMT1 methyltransferase inhibitors, primary screen, biochemical, fluorescence polarization; Protein arginine N-methyltransferase 1 (Homo sapiens), Q99873; recombinant PRMT1, activity-based probe fluorescence polarization; inhibition, % at 2.79 µM; 370,000 compounds, 1.3% hits;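 active = inhibition above about 21% made by adding two undisclosed values, limit read from the data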
Active calls of the source: *; nt = not tested or not shown.

SMILES	SIAE primary	Rev-erbA mod	mABHD4 FP	rCAG binder	TDP2 inh	TCR CD3 inh	HTRA1 inhibitor	LEDGF integ inh	PG9 binder	PRMT1 FP inh
Nc1c(Cl)cc(-c2csc(N3CCCC3c3nc4cc(Cl)c(Cl)cc4n3CCCO)n2)cc1Cl (configuration not stated)	6.1	-6.8	-5.3	13.6	9.4	4.5	1.6	-2.5	-0.5	0.8
c1csc(-c2ccnc3ncnn23)c1	1.7	4.0	2.9	2.0	7.9	7.5	4.2	0.5	0.0	-2.3
COC(=O)Cc1[nH]c(=S)[nH]c1C(=O)OC	-0.7	-4.2	-6.3	0.9	8.4	-4.9	-3.3	-0.1	-0.7	-0.4
CC(C)(C)n1nnnc1C(c1ccccc1F)N1CCN(C2CCCC2)CC1 (configuration not stated)	0.3	1.4	0.4	-8.7	-1.2	6.3	3.9	3.3	-1.1	0.1
CC(C)C(NC(=O)c1ccccc1NC(=O)c1ccco1)C(=O)NNC(=O)c1ccncc1 (configuration not stated)	-3.4	-0.6	-3.6	-2.4	-3.0	5.3	-1.6	2.6	-0.9	-7.0
COc1ccc(-c2nsc3c(N4CCN(S(=O)(=O)c5ccccc5F)CC4)ncnc23)cc1	-2.1	31.5*	11.0	0.1	-2.6	-6.6	7.3	-1.5	1.8	-0.5
CCOC(=O)C1(Cc2ccccc2)CCCN(C(=O)c2ccc(-n3ccnc3)cc2)C1 (configuration not stated)	-0.3	1.3	1.0	-9.6	-1.8	-1.8	-2.5	4.6	-3.2	-1.9
Cc1cc(NC(=O)CC#N)n(-c2ccccc2)n1	-4.6	-0.3	8.3	-1.2	0.9	3.5	7.8	15.9*	-1.1	0.5
CC(C)N(C(=O)N1CCN(c2ccnc3cc(Cl)ccc23)CC1)C(C)C	-8.1	-0.1	5.7	-10.8	-11.9	-0.9	-2.9	-0.8	0.3	3.9
CCOC(=O)c1c(NC(=O)C2=C(C)NC(=S)NC2c2ccc(C)cc2)sc(C)c1C (configuration not stated)	-2.8	1.7	-23.2	13.9	-0.4	-1.8	-101.5	-1.9	-1.6	4.2
COc1ccc(CNC(=O)/C=C/c2cc3c(cc2Br)OCO3)cc1	4.1	2.7	-1.2	1.3	4.5	1.8	9.8	-3.3	-4.0	1.7
O=C(NNC(=S)Nc1ccc(F)cc1F)c1ccco1	-2.3	0.4	0.1	1.1	-15.4	4.4	-1.4	-0.3	-1.2	-1.8
Cc1nc(-c2ccccc2)sc1C1(C)CC(c2ccc(C#N)cc2)=NO1 (configuration not stated)	-1.9	0.0	-8.6	1.7	-0.9	5.4	-12.1	-1.0	-0.9	0.7
O=S(=O)(Nc1cccc(CCc2ccccn2)c1)c1cc(Cl)ccc1Cl	-3.3	6.1	-13.2	5.8	0.7	0.1	-18.9	2.7	-0.9	-3.7
O=C(CCc1ccccc1)N=C1SC2CS(=O)(=O)CC2N1c1ccccc1 (configuration not stated)	-0.9	0.7	-7.5	2.4	1.9	-9.4	-1.8	-0.5	0.9	3.8
CC(=O)C1=C(O)C(=O)N(c2nccs2)C1c1ccc(Br)cc1 (configuration not stated)	-1.9	3.0	-12.1	6.0	12.1	1.2	-3.9	-0.3	-0.5	1.6
CCOC(=O)C1(C)CCN1C(=O)c1ccc(C(F)(F)F)cc1 (configuration not stated)	-3.3	-4.6	-12.2	1.0	0.3	-10.8	nt	6.3	3.6	4.9
CC(C)(C)c1cc(Br)c(O)c(N=Nc2ccc(S(=O)(=O)N3CCOCC3)cc2)c1	10.9	-2.4	5.5	7.7	-3.6	2.2	17.5	-1.5	-1.3	-4.2
CC1CCN(C(=O)COc2ccc(S(=O)(=O)N3CCOCC3)cc2)CC1	-3.9	-4.0	-2.3	-5.7	0.6	3.1	-3.1	3.0	-1.9	-1.7
CC1(C)CC(=O)c2c(oc3ccc(NS(=O)(=O)c4ccc(C(=O)O)cc4)cc23)C1	-5.7	-2.2	11.7	16.5	6.5	1.4	1.4	1.8	1.1	-2.6

Looked up above:
Under LEDGF integ inh, Cc1nc(-c2ccccc2)sc1C1(C)CC(c2ccc(C#N)cc2)=NO1 (configuration not stated) has the entry -1.0
Under Rev-erbA mod, CCOC(=O)C1(C)CCN1C(=O)c1ccc(C(F)(F)F)cc1 (configuration not stated) has the entry -4.6
Under PG9 binder, CC1(C)CC(=O)c2c(oc3ccc(NS(=O)(=O)c4ccc(C(=O)O)cc4)cc23)C1 has the entry 1.1

(cont.)
SMILES	SIAE primary	Rev-erbA mod	mABHD4 FP	rCAG binder	TDP2 inh	TCR CD3 inh	HTRA1 inhibitor	LEDGF integ inh	PG9 binder	PRMT1 FP inh
CCCS(=O)(=O)N1CCCC(C(=O)NC(C)c2ccc3c(c2)OCCO3)C1 (configuration not stated)	-1.1	4.2	-0.4	4.6	-6.7	-6.6	1.4	5.0	0.0	5.4
CCCCC(=O)NS(=O)(=O)c1ccc(N=NN(CC)CC)cc1	3.8	-1.4	1.6	0.7	11.4	-1.0	-0.4	2.4	-0.2	-2.1
Nc1ccc(OC(=O)Nc2ccc(O)cc2)cc1	11.3	-0.7	25.0	-0.5	29.5*	2.3	32.7	3.6	-2.7	3.3
CC(=O)Nc1ccc(NC(=O)CN(C)S(=O)(=O)c2ccc3c(c2)CCC(=O)N3)cc1	-6.6	1.8	-2.9	1.9	2.2	5.7	-7.3	1.8	-2.2	-2.6
CC1CN=C(N(C(=O)Nc2ccccc2)c2ccc(S(=O)(=O)N3CCOCC3)cc2)S1 (configuration not stated)	3.8	1.8	-0.8	-0.3	8.9	-2.0	-3.1	0.7	0.7	-0.9
CN(C)c1ccc(/C=N/n2c(-c3cccnc3)n[nH]c2=S)cc1	-3.9	-2.7	2.2	3.7	-1.1	10.0	-1.0	1.5	0.0	1.6
Cc1sc2ncn(CC(=O)N3CCCCC3)c(=O)c2c1C	0.3	1.8	-11.8	0.8	5.8	-6.7	2.3	1.6	0.4	-0.1
O=C(NCCC(=O)N1CCC2(CC1)NCCc1[nH]cnc12)c1cccc(Cl)c1	-2.7	-4.2	-6.4	2.2	-18.0	-4.5	7.9	-0.5	1.3	-3.1
Cc1ccc(-c2nc3ccc(NS(=O)(=O)c4ccccc4)cc3[nH]2)o1	-1.2	2.6	1.7	0.3	14.6	-6.5	-1.8	0.7	1.8	4.5
COc1ccc(N(CC(=O)NC2CCCC2)C(=O)c2ccc(C)s2)cc1OC	3.5	1.0	-7.0	-3.5	4.7	1.7	5.2	-3.4	0.3	1.5
CCC(=O)N1C(Cc2ccccc2)COC1(C)C (configuration not stated)	8.2	5.5	-5.4	0.7	-4.0	-2.5	3.4	4.8	-2.0	-3.1
C[C@H](NC(=O)c1nc[nH]c1C(=O)N[C@@H](CCCCNC(=O)OC(C)(C)C)C(=O)OC(C)(C)C)C(=O)OC(C)(C)C	-2.5	-1.1	-7.0	2.0	-10.8	5.0	-17.3	-1.2	-2.0	3.0
COc1ccc(C2C=C(C)Nc3ncnn32)cc1 (configuration not stated)	-7.0	-1.4	0.8	3.4	8.4	-5.2	-3.6	-5.8	0.8	5.0
NC(=O)C1CCN(C(=O)c2ccc(-c3ccccc3Cl)o2)CC1	0.7	2.2	6.0	1.8	10.7	2.0	-0.5	-1.5	-0.9	1.0
O=C1CCCc2ccccc2N1Cc1cccc(F)c1	-6.7	-2.9	-1.0	-6.8	8.9	2.5	2.8	6.6	-2.0	-1.2
O=c1cc(-c2ccc(O)c(O)c2)oc2c(C3O[C@H](CO)[C@@H](O)[C@H](O)[C@H]3O)c(O)cc(O)c12 (some centres not stated)	2.6	-3.8	25.9	4.2	-12.2	-1.1	3.1	68.4*	-8.3	4.0
CCN(CC)S(=O)(=O)c1ccc(OC)c(NC(=O)c2cc([N+](=O)[O-])ccc2Cl)c1	2.5	-0.7	-5.9	4.4	-3.6	0.5	1.2	1.2	-2.2	-0.5
OC(COc1ccccc1F)CN1CCC(Cc2ccccc2)CC1 (configuration not stated)	3.8	-5.8	0.7	-7.0	-4.2	-1.8	-4.4	2.0	2.8	-3.0
CC(C)Cc1nnc(NC(=O)CSc2nc(N)cc(=O)[nH]2)s1	6.2	5.0	-2.1	9.7	0.1	-5.3	0.9	-1.3	0.6	4.2
NC(=O)C1CCN(CC(O)COc2ccc(-c3ccccc3)cc2)CC1 (configuration not stated)	1.4	0.3	1.3	-6.6	0.7	-4.2	7.4	4.8	0.9	-0.1
CCOC(=O)c1c(-c2ccc(-c3ccccc3)cc2)csc1NC(=O)c1cccc(N2C(=O)CCC2=O)c1	-1.2	42.6*	6.4	4.6	0.2	7.1	6.2	1.5	-0.6	0.4
O=C(COC(=O)/C=C/c1ccc(OC(F)F)cc1)Nc1cccc(S(=O)(=O)N2CCCC2)c1	-41.7	-6.6	-24.4	4.4	16.9	3.8	-39.3	-1.9	-0.2	3.2
COc1ccc(C2CC(c3ccc(OC)cc3)n3nc(N)nc3N2)cc1 (configuration not stated)	2.0	-4.3	0.8	-3.6	12.9	3.8	-8.8	0.4	0.0	-2.2
CC1(C)C(=O)Nc2ccccc2N1C(=O)COC(=O)/C=C/c1ccc(OC(F)F)cc1	-3.6	-4.8	1.6	0.2	2.3	5.3	-6.8	0.4	-1.9	-0.5
Cc1nc(Nc2ccc(S(N)(=O)=O)cc2)oc1C	5.5	-5.9	-2.7	3.5	1.0	7.0	-3.2	1.2	-1.2	-1.6
Cc1onc(C(=O)N2CCN(C(c3ccccc3)c3ccccc3)CC2)c1[N+](=O)[O-]	-2.0	-4.2	7.5	6.3	-1.0	-4.2	-7.3	0.2	0.4	4.5
CCOC(=O)Cc1csc(-n2sc3ccccc3c2=O)n1	-17.9	-3.0	-3.6	19.5	-6.8	1.8	-55.9	2.0	-2.4	88.2*
O=C(CN1C(=O)C2CC=CCC2C1=O)Nc1ccc(F)c(Cl)c1 (configuration not stated)	-5.2	7.0	2.3	2.1	-11.3	-4.5	-2.9	-0.5	-0.1	-2.8

High-throughput results deposited in PubChem BioAssay by several laboratories.

These rows are one share of the data (hit frequency here may not be typical).
